Screening results (PubChem)
SSB-PriA inh: inhibitors of Klebsiella pneumoniae PriA binding to SSB C-terminal tail, primary screen, biochemical, AlphaScreen; PriA–SSB C-terminal tail interaction (Klebsiella pneumoniae); AlphaScreen SSBct-PriA binding, biotinylated peptide; inhibition, % at 33 µM; 430,000 tested, 0.6% active; AID 1272365, 2023; in the data active means inhibition mostly above about 37%, no sharp cut-off; inactive means mostly below about 20%;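 further: plate controls were negative control peptide for no effect and reference peptide for full effect; strong numbers were not always called active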
* = called active by the depositor; & = joins results of further samples. Not all compounds are listed; the hit share may differ from the screen's.

item	canonical_smiles	SSB-PriA inh
1	O=C(O)CCCNC(=O)COc1ccccc1OCC(=O)NCCCC(=O)O	-2&1
2	O=C(CCSc1ccccc1)Nc1cnn(C2CCOCC2)c1	-22
3	COc1ccc(F)cc1S(=O)(=O)N1CCN(c2ccc(-c3cccs3)nn2)CC1	-12&10
4	COc1ccc2nc(N(CCN(C)C)C(=O)Cc3cccc4ccccc34)sc2c1	1
5	Cn1c(CO)nc2ccccc21	8
6	COc1ccc(CC(=O)Nc2nc(CN3CCc4ccccc4C3)cs2)cc1OC	52
7	O=C(NNC(=S)NCC(Cl)Cc1cccc(C(F)(F)F)c1)c1ccccc1 (configuration not stated)	9
8	O=c1c2ccccc2n(Cc2nc(-c3cccc(C(F)(F)F)c3)no2)c(=O)n1CCc1ccccc1	1
9	O=C(c1c[nH]c(=O)n(Cc2cccs2)c1=O)N1CCN(c2ncccn2)CC1	-9
10	CCOC(=O)N1CCN(C(=O)Nc2nc(CC(=O)NCc3cccnc3)cs2)CC1	-16
11	O=C(Nn1cnnc1)c1ncc(-c2ccc(F)cc2)o1	-11
12	Oc1ccc(C=NNC(=S)Nc2cccnc2)c(O)c1O	100*
13	NC(=NO)c1ccc(Cl)cc1Cl	1
14	O=C(CC1CCCCN1S(=O)(=O)c1cccs1)Nc1ccc(Oc2ccccc2)cc1 (configuration not stated)	-12
15	O=C(NCc1cc(-c2cccs2)on1)c1ccc(S(=O)(=O)N2CCOCC2)cc1	-17
16	O=C(NN=Cc1c(O)ccc2ccccc12)c1ccc(CO)nc1	10
17	CCOC(=O)C1CCN(c2c(C#N)cnc3ccc(Cl)cc23)CC1	-16
18	COc1ccc(-c2ncncc2-c2ccccc2OC)c(O)c1	-7
19	COc1ccc(CN(CC(=O)NCCc2ccccc2)S(=O)(=O)c2cccnc2)cc1	12
20	COc1ccc(-c2ccc(N3CCCC(C(=O)NCc4cccnc4)C3)nn2)cc1 (configuration not stated)	-11
21	CNC(=O)N(O)C1N(N=Cc2ccccc2F)C(=S)SC1(C)C (configuration not stated)	-11
22	O=C(C1CC=CCC1)N1CC(Oc2nccs2)C1 (configuration not stated)	-23
23	Cc1nnc(SCC(=O)Nc2ccc(OC(F)(F)F)cc2)n(N)c1=O	-2
24	COc1ccc(C)cc1NC(=O)CN1CCCN(Cc2ccccc2Cl)S1(=O)=O	7
25	CCOC(=O)c1c(NC(=O)C(C)Sc2nc3c(cnn3CCO)c(=O)[nH]2)sc2c1CCCC2 (configuration not stated)	19
26	O=C1CN(Cc2ccccc2F)S(=O)(=O)c2ccccc2N1Cc1cccc(C(F)(F)F)c1	-12&-2
27	Cc1ccccc1-c1noc(CC2CCCN(C(=O)CSc3c[nH]c4ccccc34)C2)n1 (configuration not stated)	4
28	O=C(NC[C@H]1CN(c2ccc(Cl)c(Cl)c2)C(=O)O1)c1ccc(F)cc1F	-22
29	Cc1ccc2c(c1)[C@@H]1CN(C)CC[C@H]1N2C(=O)c1cccc(S(=O)(=O)N(C)C)c1	-3
30	Cn1cnc(S(=O)(=O)NCCn2nc(C(F)(F)F)c3c2CCCC3)c1	4
31	COC(=O)CC1=Nc2ccccc2N=C(SCC(=O)Nc2ccc(C)cc2Br)C1	1
32	CC1(C)C(=O)NCCN1C(=O)Cc1ccc2c(c1)OCO2	-8&-2
33	O=C(NCc1ccc(C(=O)c2ccco2)s1)Nc1ccc2c(c1)OCO2	-2
34	Cc1cc(NN=Cc2ccc(O)cc2O)nc(N2CCOCC2)n1	11
35	Cc1nnc2ccc(N3CCN(C(=O)Cc4cccc5ccccc45)CC3)nn12	-4
36	COc1ccc(CC(=O)NCC(c2ccsc2)N2CCc3ccccc3C2)cc1 (configuration not stated)	-5
37	O=C(Cc1ccccc1Cl)N1CCN(CC(F)(F)F)CC1	-6
38	COc1ccccc1NC(=O)N1CCC(CNC(=O)C(=O)NCc2ccc3c(c2)OCO3)CC1	-4
39	O=C(Cn1cnc(-c2ccccc2)cc1=O)Nc1ccc(OC(F)(F)F)cc1	-15
40	Cn1nc(-c2ccc(F)cc2)cc1C(=O)Nc1cnoc1	-8

Compounds above with a thiophene ring, fused or not (7):
item	canonical_smiles	SSB-PriA inh
3	COc1ccc(F)cc1S(=O)(=O)N1CCN(c2ccc(-c3cccs3)nn2)CC1	-12&10
9	O=C(c1c[nH]c(=O)n(Cc2cccs2)c1=O)N1CCN(c2ncccn2)CC1	-9
14	O=C(CC1CCCCN1S(=O)(=O)c1cccs1)Nc1ccc(Oc2ccccc2)cc1 (configuration not stated)	-12
15	O=C(NCc1cc(-c2cccs2)on1)c1ccc(S(=O)(=O)N2CCOCC2)cc1	-17
25	CCOC(=O)c1c(NC(=O)C(C)Sc2nc3c(cnn3CCO)c(=O)[nH]2)sc2c1CCCC2 (configuration not stated)	19
33	O=C(NCc1ccc(C(=O)c2ccco2)s1)Nc1ccc2c(c1)OCO2	-2
36	COc1ccc(CC(=O)NCC(c2ccsc2)N2CCc3ccccc3C2)cc1 (configuration not stated)	-5

Next part.
item	canonical_smiles	SSB-PriA inh
41	Nc1ccccc1-c1csc(-c2ccccc2F)n1	-20
42	O=C(NCCn1ccc(-c2ccsc2)n1)NC(c1ccccc1)c1ccccc1	-3
43	NC(N)=NN=Cc1ccccc1	-5
44	C=CCN1C(=O)C(C)(C)COc2cc(NC(=O)COC)ccc21	12
45	CCN(CC)C(=O)CCNS(=O)(=O)c1cc(N(C)S(C)(=O)=O)c(C)cc1C	14
46	Cc1ccc(CNC(=O)C(=O)NCCCc2ccc(N(C)C)cc2)cc1	-11
47	Cc1oncc1C(=O)Nc1ccc(CC(=O)NCC(F)(F)F)cc1	10
48	O=C(Cn1nc(-c2cccs2)ccc1=O)Nc1ccc(S(=O)(=O)Nc2nccs2)cc1	-16
49	O=C(NCCC1=CCCCC1)C(=O)NC[C@@H](c1ccco1)N1CCc2ccccc21	-17
50	CCOC(=O)c1c(N=Cc2c(O)n(-c3cccc(C)c3)c(=O)[nH]c2=O)sc2c1CCCC2	-9
51	CCCc1ccc(S(=O)(=O)NN=C(C)c2ccc3c(c2)OCO3)cc1	-8
52	CNC(=S)NN=C(C)c1ccccc1	-4
53	O=C(CCCCn1c(=O)c2ccccc2n(Cc2cccc(Cl)c2)c1=O)NCc1cccs1	11
54	COc1ccccc1NC(=O)CSc1nnc(-c2ccncc2)n1Cc1ccco1	56*
55	CC(=C\c1ccccc1)/C=C1/SC(=Nc2ccc(F)cc2)NC1=O	10
56	COc1ccc(OC)c(S(=O)(=O)N2CCN(c3cc(-n4ccnc4)nc(C)n3)CC2)c1	-9
57	O=C(Nc1ccc(SCc2ccncc2)nn1)c1cccs1	-8
58	COC(=O)/C(C#N)=C1\SC=C(C)N1c1ccccc1	-5
59	COc1ccc(OC)c(-c2cc(C(=O)NCC3CCN(c4ncccn4)CC3)n(C)n2)c1	-5
60	C=Cc1ccccc1Br	-22&-1
61	O=S(=O)(CCc1ccccc1)NCCOc1ccc2nnc(-c3ccc(F)cc3)n2n1	5
62	Cc1cc(NC(=O)c2ccc(Br)cc2)n(-c2nc(-c3ccccc3)cs2)n1	-18
63	Cc1ccccc1-c1nc(NC(=O)CSc2nc3sc4c(c3c(=O)n2-c2ccccc2)CCC4)ns1	-1
64	CCCn1c(N=Cc2ccccc2O)nc2ccccc21	-14
65	O=C(c1cccs1)N1CCc2ccc([N+](=O)[O-])cc2C1	25
66	O=C(Nc1ccc2scnc2c1)c1ccc(N2C(=O)CCC2=O)cc1	-10
67	Cc1ncoc1C(=O)Nc1ccc(Cl)cc1	13
68	C=CCNC(=O)NCC1CCN(S(C)(=O)=O)CC1	-10
69	O=C(NCCN1CCOCC1)c1ccc2nccnc2c1	8
70	CSc1ncccc1C(=O)N1CCC(n2c(=O)[nH]c3ccccc3c2=O)CC1	-9
71	CSc1nnc(CNC(=O)C23CC4CC(CC(C4)C2)C3)n1-c1ccc(C(F)(F)F)cc1	8
72	COc1cc2c(cc1OC)C1C(C(=O)N3CCN(C(=O)c4ccco4)CC3)c3ccccc3C(=O)N1CC2 (configuration not stated)	-13
73	Cc1cc(NC(=O)c2ccc(S(=O)(=O)N3CCc4ccccc4C3)cc2)no1	-7
74	NS(=O)(=O)c1ccc(CCNC(=O)c2cccc(Oc3ccccn3)c2)cc1	-31
75	COc1ccc(NC(=O)C(=O)NCC(C)(O)CCSC)c(OC)c1 (configuration not stated)	-1
76	O=C(c1ccc(Cl)s1)N1CC(c2nc(-c3cnccn3)no2)C1	-3
77	CCCc1nc2ccccc2n1C(C)C	-15
78	CSc1ccccc1C(=O)Nc1c2c(nn1C)CCC2	-5
79	CN1CCN(C(CNS(=O)(=O)Cc2ccccc2)c2ccsc2)CC1 (configuration not stated)	-14
80	COC(=O)c1ccc(NC(=O)CSc2ncc(S(=O)(=O)c3ccc(C(C)(C)C)cc3)c(=O)[nH]2)cc1	-4
81	CC(=NNc1ccc2nncn2n1)c1ccc(Br)s1	-8
82	O=C(CCCSc1ccc(NC(=O)C2CC2)nn1)NCc1ccc2c(c1)OCO2	-13
83	Cn1cccc1[C@@H](O)CNC(=O)C(=O)Nc1ccc(F)c(Cl)c1	-7
84	O=C(c1csc(-c2ccccc2)n1)N1CCC(Oc2ccc(C(F)(F)F)cn2)CC1	-5
85	CN(C)c1ccc(CCCNC(=O)c2ccc(F)c(F)c2)cc1	3
86	O=C(c1cnccn1)N(CCn1cccn1)c1nc2c(C(F)(F)F)cccc2s1	-9
87	O=C(NCc1ccc(F)cc1)c1cccc2nc3ccccc3nc12	31
88	O=C(O)[C@@H]1CCc2ccccc2O1	-5
89	Cc1nc(N2CCCC2)nc(C)c1NC(=O)c1cccs1	-5
90	COc1ccc(/C=C/c2nnc(-c3cc(OC)c(OC)c(OC)c3)o2)cc1	-8
91	N#CC(C#N)=C(Nc1ccccn1)C(F)(F)F	-4
92	CCOc1cc(C(NC(=O)c2ccccc2F)NC(=O)c2ccccc2F)ccc1OC	-14
93	CCc1cccc(NC(=O)c2c(O)c3ccccc3[nH]c2=O)c1	6
94	O=C(NN=Cc1ccc2c(c1)OCO2)c1cc(-c2ccccc2Cl)nc2ccccc12	-7
95	COC(=O)c1ccc(C=NNC(=O)CC(=O)NC2CCCCC2)cc1	4
96	O=C(Nc1cc(OCc2ccc3c(c2)OCO3)ncn1)c1cc(-c2cccs2)on1	-1
97	COC(=O)CSc1cc(C(F)(F)F)c2cc3c(cc2n1)OCO3	7
98	COc1nn(C)cc1C(=O)NCc1nnc2cc(-c3nc(C)no3)ccn12	4
99	CC(=NNC(=O)c1ccc(C)s1)c1cccnc1	-5
100	O=C(NC[C@@H](c1ccc2c(c1)OCO2)N1CCN(c2ccccc2F)CC1)c1c(F)cccc1F	-4

Other compounds
item	canonical_smiles	SSB-PriA inh
101	Cc1n[nH]c(C)c1C(=O)N1CCCC[C@H](c2ccc(Cl)cc2)C1	-9
102	Cc1ccn2c(=O)c(C(=O)NCCc3ccccc3)c(O)nc2c1	-1
103	O=C(NCCc1nc2c(c(C(F)(F)F)n1)CCCC2)NCc1cccs1	2
104	Cc1ccc(S(=O)(=O)N=C(c2ccccc2)N(C)c2ccc(O)cc2)cc1	-11
105	Cc1cc(C)c2sc(NC(=O)c3ccccc3C)nc2c1	-15
106	NC(=O)c1cc(C2CCCCN2C(=O)c2ccc(=O)[nH]n2)[nH]n1 (configuration not stated)	-9
107	COC(=O)C1CCN(C(=O)c2csc(-c3cnccn3)n2)CC1	-2
108	COCCN(Cc1ccoc1)S(=O)(=O)c1cn(C)cn1	-11
109	CC(C)n1cnc(S(=O)(=O)N2CCSC2c2ccc(Cl)c(Cl)c2)c1 (configuration not stated)	1
110	Cc1ccsc1/C=N\NC(=O)CNC(=O)c1ccco1	2
111	COc1cccc(NC(=S)Nc2ccc(NC(C)=O)cc2)c1	-2
112	CN(C)S(=O)(=O)c1ccc(C(=O)NCCn2nc(-c3ccsc3)cc2C2CC2)cc1	-12
113	COc1cc(C=NNc2nc(-c3ccc(S(=O)(=O)N(C)C)cc3)cs2)ccc1O	-4
114	CCc1nnc(SCC(=O)Nc2nccs2)n1-n1cccc1	0
115	CCCCOc1ccc(C(=O)NCc2cc(-c3ccco3)on2)cc1	-23
116	O=C(O)c1[nH]nc(-c2ccc(F)cc2)c1Br	-11
117	C[C@](O)(CNC(=O)Nc1ccc(Cl)c(Cl)c1)c1ccco1	4
118	COc1ccccc1-c1nnc(SCC(=O)Nc2nnc(C)s2)o1	-8
119	O=C(Cc1ccccc1)N/N=C\c1ccc(OC(=O)c2ccccc2)cc1	-2
120	CCC(CC)C(=O)Nc1nnc(SCc2cc(=O)c(OC(=O)c3c(-c4ccccc4Cl)noc3C)co2)s1	5
121	C#CCn1c(=NC(=O)c2cc(C)nn2CC)sc2cc(C(=O)OC)ccc21	-10
122	Cc1cc(C)c(S(=O)(=O)N2CCC[C@@H]2CNC(=O)c2ccc(Cl)cc2)c(C)c1	-2
123	Cc1ccc(Cl)cc1NC(=O)C(=O)NCC1CCN(Cc2ccccc2)CC1	-13&-11
124	COc1ccc(NC(=O)c2cc3ccccc3oc2=NNS(=O)(=O)c2ccc(C)cc2)cc1	-28
125	COC(=O)c1ccc(S(=O)(=O)NCc2nn(C)c3c2CCCC3)cc1	-8
126	COc1ccc(N(CC(=O)NN=Cc2ccco2)S(=O)(=O)c2ccccc2)cc1	2
127	CC1(C)Cc2cccc(OCc3ccc(C(=O)Nc4ccc(S(N)(=O)=O)cc4)cc3)c2O1	-11
128	O=C(C1CCCCC1)N1CCN(c2ccc(Nc3ccccn3)nn2)CC1	-12
129	Cc1cc(C)n(-c2ccc(CCC(=O)N3CCC(C#N)(c4ccccc4)CC3)cc2)n1	-13
130	O=C(Cc1csc(SCc2ccc(Cl)cc2)n1)Nc1cccc(F)c1	-21
131	O=C(c1cnccn1)N1CCc2ncncc2C1	-5
132	O=C(O)CCC(=NNC(=O)c1cccs1)c1ccccc1	-14
133	CCc1ccc(-c2csc(NC(=O)CCS(=O)(=O)c3ccc(C)cc3)n2)cc1	-9
134	O=C(NCCCn1ccnc1)C(=O)NCc1cccs1	-1
135	COc1cc(C=NNC(=O)NC23CC4CC(CC(C4)C2)C3)ccc1O	35
136	CCOC(=O)c1c(-c2ccc(Oc3ccccc3)cc2)csc1N	-1
